Pf apPOL block: Pf-apPOL inhibitors, biochemical, fluorescence; Plasmodium falciparum apicoplast DNA polymerase (apPOL); Recombinant Pf-apPOL, molecular beacon fluorescence, 1.5 h; inhibition, % at 10 µM; hit rate 0.25% among 210,000
mHTT CaM bind: mutant huntingtin-calmodulin interaction inhibitors – biochemical, AlphaScreen, primary screen; P42858; AlphaScreen His-mHTT/GST-CaM binding, luminescence; inhibition, % at 15 µM; hit rate 3.6% among 190,000; AID 1671202, 2021;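 note: 0% = both proteins with DMSO and 100% = one protein alone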
An asterisk follows results filed as active; i = inactive; nt = not tested or not shown; & = joins results of further samples. Cut-off read from the data, not from the text of the source: active = inhibition above about 50%; inactive = the rest. The list is partial, so the mix of outcomes need not match the whole.

SMILES | Pf apPOL block | mHTT CaM bind
COc1ccc(C2CCCN2C(=O)Cc2cccs2)cc1 (stereo not given) | -6 | 8
O=C(Cc1ccccc1)N1CCCC(c2nc(-c3ccncc3)n[nH]2)C1 (stereo not given) | 2 | 4
Cc1cc(C)cc(NC(=O)N2CCCC2c2cc(C(C)C)no2)c1 (stereo not given) | -2 | -2
Cc1nc(C)c(-c2ccc(=O)n(CCNC(=O)c3ccno3)n2)s1 | 3 | -8
CCCCCCN(CCCCCC)C(=O)Cc1c(-c2ccc(F)cc2)[nH]c2ccccc12 | 0 | nt
Cc1ccc(NC(=O)c2cccc(Cn3cncn3)c2)cc1Cl | -6 | 24
C=CCN1C(=O)C(CC(=O)Nc2ccc(C)cc2)SC1=Nc1cccc(O)c1 (stereo not given) | -1 | 5
COc1ccc(C(=O)Nc2ccc(N(C)C)cc2)cc1[N+](=O)[O-] | -6 | 58*
CCN(CC)CCN1C(=O)C(O)=C(C(=O)c2cccs2)C1c1cccc([N+](=O)[O-])c1 (stereo not given) | -4 | 5
CNC(=O)c1cc(Nc2nnc(-c3ccc(OC)cc3)c3ccccc23)ccc1OC | -30 | 50
CNC(=O)N1CCCC(c2cccc(C(=O)NCc3ccc(Br)cc3)c2)C1 (stereo not given) | -2 | 12
O=C(COc1ccccc1Cl)Nc1ccc(F)c(Cl)c1 | 3 | -4
CN(C)N=C(NO)c1c(F)cccc1Cl | -1 | nt
COc1cc(/C=C2\SC(=N)N(c3ccc(Br)cc3)C2=O)ccc1OCC#N | -3 | 27
Cn1c(C2CCN(C(=O)c3ccoc3)C2)nc2cccnc21 (stereo not given) | 2 | 2
Cc1ccccc1C(=O)Nc1nnc(SC(C)C)s1 | -2 | -2
COc1cccc(C=Nc2ccc(S(=O)(=O)N3CCOCC3)cc2)c1O | -10 | 1
O=C(Nc1nc(-c2cccs2)cs1)c1cccc([N+](=O)[O-])c1 | -1 | -6
CC1(C)Nc2ccccc2C(=O)N1c1cccc(C(F)(F)F)c1 | -5 | -3
CCc1cc(NC(=O)Cc2cccc(OC)c2)nn1-c1ccc(Cl)cc1 | -1 | -7
CCc1[nH]nc(-c2ccc3c(c2)OCO3)c1NC(=O)C(C)C | -2 | 10
O=C(NCc1cccc(F)c1)C1CCCN(c2cnn(Cc3ccccc3)c(=O)c2)C1 (stereo not given) | -6 | -3
Cc1[nH]cnc1CNC1CCCCC1 | -14 | 24
CCc1ccc(C2CC(c3ccccc3C)n3ncnc3N2)cc1 (stereo not given) | 3 | 21
CCOc1ccc(N(CC)S(=O)(=O)c2cc(Br)cc3c2N(C(C)=O)CC3)cc1 | -2 | 38
CCOC(=O)c1cccc(NC(=O)C2CCN(c3nccnc3Oc3ccccc3)CC2)c1 | -1 | 2
C=CCN1C(=O)C(O)=C(C(C)=O)C1c1ccccc1F (stereo not given) | -10 | -7
Cc1cc(C)cc(NC(=O)C2CC(=O)N(Cc3ccc(OC(F)(F)F)cc3)C2)c1 (stereo not given) | -5 | 4
CC(NC(=O)CN1CCCC1)C12CC3CC(CC(C3)C1)C2 (stereo not given) | 1 | 1
CC(C)=CCOc1ccc2c(c1)OC(=Cc1ccc(F)cc1)C2=O | -9 | 0
Clc1cc(I)c(Cl)c(Cl)c1Cl | -6 | nt
c1coc(-c2nccs2)c1 | 2 | nt
CC(C)c1ccccc1OCC(O)CN (stereo not given) | -2 | -3
CCOc1ccccc1N(C)C(=O)c1cc(S(=O)(=O)NCc2ccc(C)cc2)ccc1F | 38 | 3
CN1C(=O)c2ccc(NC(=O)c3cccc(I)c3)cc2C1=O | -2 | 1
COc1ccc(N(C)C(=O)C2(S(=O)(=O)c3ccc(Cl)cc3)CC2)cc1 | -3 | 1
Cc1ccc2c(C(=O)N3CCCCC3)cc(NC(=O)C3CCC3)cc2n1 | 4 | -6
CCn1ccc2c(cc(C(=O)Nc3cc(C)ccc3C)n2C)c1=O | -7 | 2
Cc1nn(C)c(C(=O)N2Cc3ccccc3C(=O)N2)c1[N+](=O)[O-] | -2 | 2
COc1cc2c(cc1OC)C(C(=O)Nc1ccccn1)C1c3ccccc3CCN1C2=O (stereo not given) | -1 | 22
Nc1nc(N)nc(-c2ccc(I)cc2)n1 | -9 | -1
Cc1nccn1CC(O)Cn1c2ccc(Cl)cc2c2cc(Cl)ccc21 (stereo not given) | 3 | 100*
CC(=O)N1c2ccccc2CCc2ccc(NC(=O)CCC3CCCC3)cc21 | -5 | 15
O=C(CSc1nc(-c2ccccc2Cl)ns1)NCc1ccco1 | -4 | 1
CCN1CCn2c(nc3cc(C(=O)Nc4cccc(C(F)(F)F)c4)ccc32)C1=O | 1 | -5
Cc1cccn2cc(C(=O)NC(C)c3ccc(F)cc3)nc12 (stereo not given) | -4 | 8
CN(C)c1ccc(CN2CCCC2c2nc(-c3cccnc3)no2)cc1 (stereo not given) | -2 | 56*
CCCCN(CC)S(=O)(=O)c1ccc(C(=O)Nc2nnc(CC)o2)cc1 | -2 | 24
CCN1CCC(N2CCN(C)CC2)CC1 | -3 | 5
Cc1ccc(C(=O)Oc2coc(CSc3nccn3C)cc2=O)cc1[N+](=O)[O-] | 8 | 13
Cc1ccc(Sc2nccnc2N2CCC(C(=O)NCC3CCCO3)CC2)cc1 (stereo not given) | -2 | 7
COc1ccc(CCNC(=O)CN(C)S(=O)(=O)c2ccc(Br)s2)cc1OC | -6 | 0
Cc1ccc(NC(=O)C(=O)NC2CCCC2)cc1Cl | -3 | -6
O=C1NC2(CCN(Cc3ccc(F)cc3)CC2)N=C1c1ccccc1 | -5 | 9
NS(=O)(=O)c1ccc(CCNC(=O)C2(S(=O)(=O)c3ccc(Cl)cc3)CC2)cc1 | 7 | 2
COc1ccc(CN2CC(C(=O)NCc3ccccc3Cl)CC2=O)cc1 (stereo not given) | 2 | 1
CCc1ccc(CN2C(=O)CCC2(C)C(=O)NCc2ccccc2)cc1 (stereo not given) | -6 | 38
O=C(Sc1ccc(Cl)cc1)c1ccno1 | 6&1 | nt
COc1ccc(-c2c(C(=O)N3CCN(C(C)C)CC3)nc3ccccn23)cc1 | -3 | -4
COc1ccc(NC(=O)c2ccccc2[N+](=O)[O-])cc1 | -16 | -7
Other entries follow.
SMILES | Pf apPOL block | mHTT CaM bind
Cc1ccccc1N=Cc1cc([N+](=O)[O-])ccc1O | -2 | 5
CCN(Cc1ccncc1)C(=O)c1ccc(-c2ccc3c(c2)OCO3)s1 | -8 | 1
Cc1nc(C)c2c(n1)N(Cc1ccc(F)cc1F)C(=O)CC2 | 21 | -16
CC(=O)NC(=Cc1cc(F)cc(F)c1)C(=O)O | -3&0 | nt
O=C(NC1CCCC1)C1CN(C(=O)COc2ccccc2)CC12CCOCC2 (stereo not given) | 1 | -7
CCC(C)NC(=O)c1cnn2c(C)c(Cc3cccc(Cl)c3)c(C)nc12 (stereo not given) | -6 | 82*
COc1ccc(NC(=O)C2CCc3nc(N4CCN(C(=O)C(C)C)CC4)sc3C2)cc1 (stereo not given) | -7 | 8
CCCCCCCCCCCc1n[nH]c(=S)n1-c1ccccc1C(F)(F)F | -3 | nt
CCCOC(=O)C1=C(C)NC2=C(C(=O)C(C(=O)OC)C(C)C2)C1c1cc(OC)c(O)c(OC)c1 (stereo not given) | -1 | 7
O=C(Cc1ccccc1F)N1CCC(Nc2cccn3ncnc23)CC1 | -3 | -1
O=c1ccc2ccc(OCc3ccc([N+](=O)[O-])cc3)cc2o1 | -1 | -3
Cc1cc(N2C(=O)N(Cc3ccccc3)S(=O)(=O)c3cccnc32)ccc1F | 4 | -10
O=C(Cc1cccs1)N1CCCC1c1nc(-c2cccc(Cl)c2)no1 (stereo not given) | 2 | 4
Cn1c(SCc2ccccc2F)nc(C(C)(C)C)cc1=O | -1 | -24
O=C(NS(=O)(=O)Oc1ccc(F)cc1)OC[C@@H]1CCCN2CCCCC12 (stereo not given in full) | nt | 1
O=C(c1cccs1)N1CCc2c(c(CO)nn2Cc2ccccc2)C1 | -6 | 2
COc1ccc(CN2COc3ccc4c(=O)c(-c5ccccc5)c(C)oc4c3C2)cc1 | -9 | 12
O=C(Nc1cnc(-c2ccc(C(F)(F)F)cc2)nc1)C1CCOC1 (stereo not given) | -5 | -9
COC(=O)C1=C(N)Oc2cc(C)oc(=O)c2C1c1ccc(Cl)c(Cl)c1 (stereo not given) | 1 | 0
O=[N+]([O-])c1cc(Br)cnc1Sc1nnc(SCC2CC2)s1 | -3 | nt
O=C(CN1CCN(C(=O)CSCc2ccccc2)CC1)c1cccs1 | -10 | -8
CN1CCOc2cc(S(=O)(=O)NCc3ccc(S(N)(=O)=O)cc3)ccc21 | -2 | nt
CCOc1ccc(CN2CCc3nc(N4CCN(c5ccccc5F)CC4)ncc3C2)cc1 | 3 | 5
CCc1c(C)sc(NC(=O)c2sc3cc(C)ccc3c2Cl)c1C(N)=O | -4 | -4
Cc1ccc(-c2nc(-c3ccc(-n4ccnc4)nc3)no2)cc1 | -1 | -8
Cc1ccc(-c2csc3c(=O)n(CC#N)cnc23)cc1 | -8 | -9
O=C(Nc1ccc(NC(=O)c2cccc(F)c2)cc1)c1ccc(Br)cc1 | -1 | -1
O=S(=O)(O/N=C1\CCCc2sc(Cl)cc21)c1ccccc1 | nt | i
COc1cccc(-c2cc3c(c4c2ccn4C)C2CCC3C2)c1 (stereo not given) | -3 | 34
Cc1ccc(S(=O)(=O)C2(C(=O)NCCc3ccc(S(N)(=O)=O)cc3)CC2)cc1 | 5 | -2
COc1ccc(OC)c(NC(=O)CN2CCC(C(N)=O)CC2)c1 | -7 | 1
COc1cccc(C(=O)Oc2cc(C)c3c(c2)OC(=Cc2ccncc2)C3=O)c1 | -6 | 8
CCn1c(SC)nnc1-c1nn(C)c2c1CN(C(=O)c1ccc(Cl)cc1)CC2 | -2 | 5
CCNC(=O)N(CC(=O)N1CCn2cccc2C1c1ccc(F)cc1)C(C)C (stereo not given) | -3 | 35
CS(=O)(=O)N(CC(=O)NCc1ccncc1)c1cc(C(F)(F)F)ccc1Cl | -1 | -2
O=C(Nc1nnc(SCc2ccccc2F)s1)c1ccc(Cl)cc1Cl | -3 | -1
O=C(CCc1csc2nc(-c3ccc(Cl)cc3)cn12)Nc1nccs1 | -10 | 6
O=C(NC1CC1)c1cccc(Br)c1 | -1 | -3
CCc1noc(C2(NC(=O)C(CC)c3ccccc3)CCCCC2)n1 (stereo not given) | -5 | -6
CCOC(=O)c1sc(NC(=O)C2CC2)c(C#N)c1C | 2 | -12
COc1ccccc1C1CCN(C(=O)c2cccnc2Sc2ccc(C)cc2)CC1 | 13 | nt
COc1ccc(CNC(=O)CC2CCN(C(=O)c3ccc(C)cc3)CC2)cc1 | -1 | 1
C#CCOc1nc2c(c(=O)n(C)c(=O)n2C)n1Cc1ccccc1Cl | -3 | -3
Cc1cc(Cl)ccc1N=Cc1nc(-c2ccccc2)oc1O | -3 | 4
CCOc1ccccc1Oc1c(C)oc2c(CN3CCN(C)CC3)c(O)ccc2c1=O | -5 | -9
COc1ccc(C)cc1NC(=O)N1CC(C)C(c2nc(-c3ccncc3)no2)C1 (stereo not given) | 1 | 11
CCCN1CCN(C(=O)c2cccc(N3CCNC(c4ccccc4)C3)n2)CC1 (stereo not given) | -21 | 8
O=S(=O)(Nc1ccc(F)cc1F)c1ccc2[nH]c3c(c2c1)CCCC3 | -2 | 91*
COc1ccc(S(=O)(=O)Nc2ccc(S(=O)(=O)Nc3cccc(C)c3)cc2)cc1 | -11 | 8
O=C(Cc1nnc(-c2cccc(F)c2)o1)N1CCOCC1 | -1 | -6
CN(Cc1ccco1)S(=O)(=O)c1ccc2[nH]cc(C(=O)O)c(=O)c2c1 | -5 | -3
Cc1cc(C)nc(NC(=O)c2c(-c3c(Cl)cccc3Cl)noc2C)n1 | 2 | 8
Cc1ccc(C(=O)N2CCC(CCNS(=O)(=O)c3c(C)cc(C)cc3C)CC2)cc1 | 2 | 45
CCc1ccccc1NC(=O)c1c(NC(=O)c2ccco2)sc2c1CCCC2 | -6 | -6
CCOc1ccccc1N1COc2ccc3c(C)cc(=O)oc3c2C1 | -2 | 40
O=C(Nc1cccc(O)c1)c1cc(S(=O)(=O)N2CCCCCC2)ccc1Cl | 4&-6 | -12&5
COc1ccc(-c2ccc(F)cc2)cc1[C@H]1[C@H]2C=CC[C@@H](C)[C@@H]2C(=O)N1Cc1ccccc1 | -4 | 15

Structural class, the entries above with two or more sulfur atoms.
SMILES | Pf apPOL block | mHTT CaM bind
Cc1ccccc1C(=O)Nc1nnc(SC(C)C)s1 | -2 | -2
O=C(Nc1nc(-c2cccs2)cs1)c1cccc([N+](=O)[O-])c1 | -1 | -6
O=C(CSc1nc(-c2ccccc2Cl)ns1)NCc1ccco1 | -4 | 1
COc1ccc(CCNC(=O)CN(C)S(=O)(=O)c2ccc(Br)s2)cc1OC | -6 | 0
NS(=O)(=O)c1ccc(CCNC(=O)C2(S(=O)(=O)c3ccc(Cl)cc3)CC2)cc1 | 7 | 2
O=[N+]([O-])c1cc(Br)cnc1Sc1nnc(SCC2CC2)s1 | -3 | nt
O=C(CN1CCN(C(=O)CSCc2ccccc2)CC1)c1cccs1 | -10 | -8
CN1CCOc2cc(S(=O)(=O)NCc3ccc(S(N)(=O)=O)cc3)ccc21 | -2 | nt
CCc1c(C)sc(NC(=O)c2sc3cc(C)ccc3c2Cl)c1C(N)=O | -4 | -4
O=S(=O)(O/N=C1\CCCc2sc(Cl)cc21)c1ccccc1 | nt | i
Cc1ccc(S(=O)(=O)C2(C(=O)NCCc3ccc(S(N)(=O)=O)cc3)CC2)cc1 | 5 | -2
O=C(Nc1nnc(SCc2ccccc2F)s1)c1ccc(Cl)cc1Cl | -3 | -1
O=C(CCc1csc2nc(-c3ccc(Cl)cc3)cn12)Nc1nccs1 | -10 | 6
COc1ccc(S(=O)(=O)Nc2ccc(S(=O)(=O)Nc3cccc(C)c3)cc2)cc1 | -11 | 8
